# From PubChem BioAssay
# APOBEC3A inh: blocks human APOBEC3A ssDNA deamination. actives 0.41% (n = 330,000). recombinant A3A, FAM/TAMRA ssDNA deamination fluorescence. AID 493011. inhibition, % at 20 µM;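 active means at least 40% inhibition at 20 µM here, with at most 30% in a related deaminase screen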;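 further: plate controls were A3A with DMSO for no effect and wells lacking A3A enzyme for full effect; some results filed as inactive read as strong as hits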
# mIAP act: mouse IAP activation; muIAP, CDP-Star luminescence, 30 min; active compounds read high; 1 = vehicle-only enzyme signal, 0 = enzyme-free wells; activation factor at 10 µM; actives 0.24% (n = 330,000); AID 2805;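 active means activation factor of at least 2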; further: the source names both 10 and 20 µM as test concentration; values of inactives mirror those of a sister screen read the other way
#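 Assay system: mouse IAP enzyme; Reagent: CDP-Star chemiluminescent phosphatase substrate; Compound: DMSO-dissolved test compounds; Incubation: 30 min, room temperature; Technique: luminescence from enzymatic CDP-Star hydrolysis; Controls: DMSO-only wells and no-enzyme negative control.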
# mIAP block: mouse IAP inhibition; purified mouse IAP, CDP-Star luminescence, 30 min; inhibition, % at 10 µM; actives 0.2% (n = 330,000);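 active means inhibition of at least 40% at 10 µM in the primary screen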;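 further: plate controls were DMSO with enzyme for no effect and no enzyme wells for full effect; values of inactives mirror those of a sister screen read the other way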
# PfG6PD inh: PfG6PD (Plasmodium falciparum) enzyme inhibition; PfGluPho enzyme, NADPH resazurin-diaphorase fluorescence; inhibition, % at 20 µM; actives 0.78% (n = 350,000);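 active means inhibition reaching at least a set limit at 20 µM in the primary screen, cut at about 59% in these data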;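 further: 0% = DMSO wells with substrate and 100% = DMSO wells lacking glucose-6-phosphate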
# HKDC1 inhibitor: blocks human hexokinase HKDC1 activity; actives 0.16% (n = 340,000); inhibition, % at 20 µM; recombinant HKDC1, G6PDH/diaphorase resazurin coupled fluorescence; Q2TB90; AID 493160;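 active means inhibition above about 35% when tested at 20 µM, limit read from the data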;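 further: plate controls were DMSO wells with enzyme for no effect and DMSO wells lacking enzyme for full effect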
#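 Test system: recombinant HKDC1 (HK5) hexokinase enzyme, produced in-house; Amount: enzyme 5 µg/mL final; Buffer or medium: Tris pH 8.0 buffer with MgCl2, Tween-20, BSA, BME; Reagent: glucose and ATP substrates; Doses: 20 µM test compound, 1% DMSO; Incubation: 90 min reaction incubation at room temperature, dark; Detection: resorufin fluorescence at 613 nm.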
# hIAP activ: human IAP activation. purified human IAP, CDP-Star luminescence, 30 min; active compounds read high; 1 = vehicle-only enzyme, 0 = enzyme-free background. activation factor at 10 µM. actives 0.16% (n = 330,000);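 active means activation factor of the enzyme at least 2-fold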; further: the source names both 10 and 20 µM as test concentration; values of inactives mirror those of a sister screen read the other way
# Target sequence (P09923 whole entry, looked up): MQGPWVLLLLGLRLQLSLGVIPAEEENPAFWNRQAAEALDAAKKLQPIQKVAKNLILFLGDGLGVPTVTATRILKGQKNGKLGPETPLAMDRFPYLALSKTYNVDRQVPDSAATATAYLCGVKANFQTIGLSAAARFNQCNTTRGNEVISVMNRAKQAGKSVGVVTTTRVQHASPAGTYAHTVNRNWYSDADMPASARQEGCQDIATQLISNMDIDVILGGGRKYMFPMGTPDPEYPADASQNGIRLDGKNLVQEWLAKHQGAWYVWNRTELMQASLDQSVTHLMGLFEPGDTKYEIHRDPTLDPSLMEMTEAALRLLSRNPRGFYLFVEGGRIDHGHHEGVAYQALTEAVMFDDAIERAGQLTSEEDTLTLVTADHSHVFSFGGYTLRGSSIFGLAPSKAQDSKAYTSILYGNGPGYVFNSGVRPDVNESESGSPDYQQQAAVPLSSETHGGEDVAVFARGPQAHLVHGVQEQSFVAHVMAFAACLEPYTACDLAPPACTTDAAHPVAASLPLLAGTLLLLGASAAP
# hIAP inh: human IAP inhibition; purified IAP, CDP-Star luminescence, 30 min; actives 0.12% (n = 330,000); inhibition, % at 10 µM; P09923;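 active means inhibition reaching a set limit with compound at 10 µM in the primary screen, cut at about 35% in these data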;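 further: plate controls were DMSO wells with enzyme for no effect and no-enzyme buffer wells for full effect; values of inactives mirror those of a sister screen read the other way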
# ATG4B inh: blocks human ATG4B protease cleavage of LC3 substrate. ATG4B cleavage of LC3-PLA2, NBD-HPC fluorescence, 1 h. actives 0.51% (n = 340,000). AID 504462. inhibition, % at 8.33 µM; in the data active means inhibition above about 40%
# Target sequence (Q9Y4P1 whole entry, looked up): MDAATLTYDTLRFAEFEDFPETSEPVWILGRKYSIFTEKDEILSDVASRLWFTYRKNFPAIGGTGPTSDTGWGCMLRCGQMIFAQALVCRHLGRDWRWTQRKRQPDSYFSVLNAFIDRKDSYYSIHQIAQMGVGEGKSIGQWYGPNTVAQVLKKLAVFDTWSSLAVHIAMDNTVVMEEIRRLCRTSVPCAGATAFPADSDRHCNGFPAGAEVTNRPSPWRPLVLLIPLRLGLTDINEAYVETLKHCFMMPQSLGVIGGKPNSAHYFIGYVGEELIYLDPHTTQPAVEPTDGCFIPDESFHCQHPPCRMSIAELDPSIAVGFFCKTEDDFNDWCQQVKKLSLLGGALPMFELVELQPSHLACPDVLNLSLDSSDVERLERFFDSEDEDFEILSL
# An asterisk follows results filed as active; / = no result given.
# The first 4 compounds, ahead of the listing:
SMILES,APOBEC3A inh,mIAP act,mIAP block,PfG6PD inh,HKDC1 inhibitor,hIAP activ,hIAP inh,ATG4B inh
CCOC(=O)C1C(=O)NC(c2ccccc2)=NC1c1ccc(Cl)cc1 (stereo not given),1,0.79,22,0,-4,0.85,15,-4
COc1ccc(N(CCCN2C(=O)c3cccc4cccc(c34)C2=O)C(=O)c2ccncc2)cc1,3,0.98,2,14,14,0.88,12,-8
COC(=O)c1ccc(C(=O)OC)c(NC(=O)C2CCCO2)c1 (stereo not given),-2,0.95,5,-7,-1,0.96,4,5
CCn1ccnc1CN1CCCCC1C(=O)Nc1ccc(Oc2cccnc2)cc1 (stereo not given),-4,1,-3,26,-4,1.6,-63,27

# This part in full, repeating the preview:
SMILES,APOBEC3A inh,mIAP act,mIAP block,PfG6PD inh,HKDC1 inhibitor,hIAP activ,hIAP inh,ATG4B inh
CCOC(=O)C1C(=O)NC(c2ccccc2)=NC1c1ccc(Cl)cc1 (stereo not given),1,0.79,22,0,-4,0.85,15,-4
COc1ccc(N(CCCN2C(=O)c3cccc4cccc(c34)C2=O)C(=O)c2ccncc2)cc1,3,0.98,2,14,14,0.88,12,-8
COC(=O)c1ccc(C(=O)OC)c(NC(=O)C2CCCO2)c1 (stereo not given),-2,0.95,5,-7,-1,0.96,4,5
CCn1ccnc1CN1CCCCC1C(=O)Nc1ccc(Oc2cccnc2)cc1 (stereo not given),-4,1,-3,26,-4,1.6,-63,27
CCOC(=O)N1CCC(N2C(=O)c3ccccc3C2Nc2ccc(C)cc2)CC1 (stereo not given),-6,0.98,2,24,-4,0.92,8,-3
O=Cc1ccccc1-n1cccn1,-2,1,0,-13,-6,0.97,3,3
Cc1cccc(-c2nc(CS(=O)CC(=O)NCc3cccs3)c(C)o2)c1 (stereo not given),-2,1,-1,-16,-4,0.92,8,-7
COc1ccc(C)c(-n2c(=O)n(Cc3ccccc3)c(=O)c3[nH]cnc32)c1,1,0.98,2,-6,-5,0.95,4,5
O=C(Nc1ccccc1)Nc1n[nH]c2nnc(-c3ccccc3)c(-c3ccccc3)c12,0,1.2,-15,-14,3,1.8,-80,10
S=C(Nc1ccccc1)N1CCN(c2ccccn2)CC1,4,0.98,2,1,-1,0.96,4,6
CCC(C)Sc1ccc(-c2nc3ccc(C)cn3c2NCc2ccccc2)cc1OC (stereo not given),-1,0.98,2,44,4,1.1,-14,23
CCn1c2ccccc2c2cc(NC(=O)c3cccc(OC)c3OC)ccc21,-1,0.93,7,-3,-1,1.2,-17,7
O=C(NCCc1ccccn1)C1CCCN(S(=O)(=O)Cc2ccccc2)C1 (stereo not given),2,1,-2,-2,-2,1.1,-12,-9
CCN(CC)C(=O)CSc1nc(N)c2c3c(sc2n1)CC(C)CC3 (stereo not given),-3,1,0,12,10,0.92,8,-8
CCN(CC)CCCN(Cc1cc2ccc(C)c(C)c2[nH]c1=O)C(=O)NC1CCCCC1,5,0.82,18,-18,-4,1.2,-16,0
CCOc1ccc(-c2cc(CCCC(=O)N3CCN(c4ccc(OC)cc4)CC3)no2)cc1,-4,0.94,6,-6,-2,0.9,10,0
COC(=O)C(Cc1ccc(O)cc1)NC(=O)CCc1ccco1 (stereo not given),-4,1,0,-19,-7,0.84,16,1
O=C(CSc1nc2ncc(Cl)cc2[nH]1)N1CCC(Cc2ccccc2)CC1,-5,0.96,4,-8,-3,1.1,-12,2
CCN(CC)C(=O)c1sc(NC(=O)c2cccnc2)c(C(=O)OC)c1C,1,0.92,8,22,-7,0.98,2,25
Cc1ccc(N(CC(=O)NCc2cccnc2)S(C)(=O)=O)cc1C,4,1.1,-9,-16,-2,0.87,13,-10
O=C(O)C1SCCN1S(=O)(=O)c1ccc2ccccc2c1 (stereo not given),-1,0.95,5,-14,-3,0.86,14,0
Cc1cccc(C)c1NC(=O)CNC(=O)c1c(-c2ccccc2)noc1C,-2,1.1,-8,-3,0,0.98,2,-9
Cc1ccsc1/C=N/NC(=O)Cc1ccc([N+](=O)[O-])cc1,1,0.97,3,-8,-3,1,-2,-6
CCOc1cc(C(=O)OCC(=O)Nc2cc(C)on2)ccc1OCC(C)C,0,0.99,0,-9,0,1,0,-4
Cc1cc(C)nc(SCc2ccc(C(=O)N/N=C/c3ccco3)cc2)n1,2,0.95,5,-1,8,1.1,-5,13
# More structures
SMILES,APOBEC3A inh,mIAP act,mIAP block,PfG6PD inh,HKDC1 inhibitor,hIAP activ,hIAP inh,ATG4B inh
Cc1c(N)ccc(-n2nc3ccccc3n2)c1C,1,0.98,2,-1,-4,1.3,-26,-11
O=C(/C=C/c1ccccc1Cl)c1ccc(O)cc1,0,0.95,5,-27,4,0.94,6,-5
COc1cc(C(=O)NCC2CCCO2)ccc1OCc1ccc(Cl)cc1 (stereo not given),4,1.1,-9,13,-8,1.1,-7,-5
Cc1ccc(N2C(=N)SCC2=O)cc1Cl,2,0.98,2,0,-6,1.1,-9,-7
Cc1cc(C)n2nc(SCC(=O)N(C)c3c(N)n(Cc4ccccc4)c(=O)[nH]c3=O)nc2n1,4,0.95,5,/,/,0.95,5,/
NC(=O)C1CC(=O)N(c2ccc(OCc3ccc(F)cc3)cc2)C1 (stereo not given),-3,0.99,1,-6,-7,0.93,7,-4
COC(=O)CC1C(=O)NCCN1C(=O)NC1CCCCC1 (stereo not given),-2,0.99,1,-17,-3,1,0,-10
Cc1ccc(C(=O)NCCc2nnc3ccc(SCC(=O)N4CCCCC4)nn23)cc1,-1,1,-4,19,0,1.1,-10,2
COc1ccc(-c2nnn(CC(=O)N(C3CCCC3)C(C)C(=O)NC3CCCC3)n2)cc1OC (stereo not given),-3,1,-2,-13,-2,0.9,10,2
Cc1cccc2nc(-c3cccc(NC(=O)c4ccc(Cl)cc4)c3)cn12,2,1.1,-6,29,0,1.1,-14,-20
Nc1nc(CN2CCN(Cc3ccc4c(c3)OCO4)CC2)nc(Nc2ccccc2)n1,4,1,-1,-13,-2,2*,-102,1
COc1cccc(OCCCN2CCCCC2)c1,3,0.98,2,2,-7,0.91,9,-1
CCOc1ccccc1/C=c1\sc2nc(-c3ccco3)nn2c1=O,88,0.67,33,1,14,1.3,-30,1
COc1ccc(OC)c(-n2c(-c3cccc(S(=O)(=O)N(C)C)c3)n[nH]c2=S)c1,-7,0.92,8,31,-8,0.98,2,15
C=C(C)Cn1c(=O)c(NC(=O)c2ccccc2)c2n(c1=S)CCC2,7,0.98,2,-1,5,1.1,-7,17
Cc1cc(NC(=O)CC2(CC(=O)O)CCCC2)n(C)n1,-3,1,-5,10,-3,1.2,-18,6
Cc1c(C(=O)N2CC3(CC(c4cccc(NC(=O)CC(c5ccccc5)c5ccccc5)c4)=NO3)C[C@@H]2C(N)=O)cc([N+](=O)[O-])cc1[N+](=O)[O-] (stereo not given in full),-3,0.88,12,13,0,1,0,-25
COc1ccc(S(=O)(=O)N2CCCCC2)cc1NC(=O)CCc1nc2ccccc2c(=O)[nH]1,3,1,-2,-11,7,1,-4,-3
Cc1ccc(NC(=O)Cn2ccnc2)cc1C,1,0.88,12,-13,-8,1,-1,3
O=C(Nc1ccccc1C(=O)N/N=C/c1ccc(F)cc1)c1ccccc1Br,-1,0.89,12,104*,1,0.98,2,21
O=C(NCC(c1ccco1)N1CCCCC1)c1cccs1 (stereo not given),-4,0.99,1,7,9,0.86,14,2
O=C(NNC1CC(=O)N(c2ccc(Br)cc2)C1=O)c1ccco1 (stereo not given),-4,0.96,4,-11,-2,1.1,-6,2
COc1cc(/C=N/NC(=O)CCc2n[nH]c(=O)[nH]c2=O)ccc1O,-1,1,-1,8,8,1.1,-5,-4
COc1ccc(CCC(=O)NCCc2nc3ccccc3[nH]2)cc1,4,1,-4,-8,-1,1,0,3
CCCS(=O)(=O)N1CCCC(C(=O)NCc2ccc(C)cc2)C1 (stereo not given),5,0.95,5,11,4,1.2,-15,-8
# Carrying on.
SMILES,APOBEC3A inh,mIAP act,mIAP block,PfG6PD inh,HKDC1 inhibitor,hIAP activ,hIAP inh,ATG4B inh
COc1ccccc1N/N=C/c1ccc2c(c1)OCO2,0,0.92,8,15,-9,1.1,-9,-15
CC(C)Oc1cc(NC(=O)CS(=O)(=O)CC(=O)N(C)C)c(Cl)cc1Cl,2,0.99,1,-27,-3,0.98,2,9
COC(=O)c1ccc(CNC(=O)COC(=O)Cc2ccsc2)cc1,0,0.99,1,0,-7,0.92,8,-5
S=c1[nH]nc(-c2ccc(Cl)cc2Cl)n1-c1ccc(Cl)cc1,-9,1,-2,25,2,1.1,-6,-4
Cc1ccc(O)c(CNc2ccc(S(=O)(=O)Nc3nccs3)cc2)c1,1,0.81,18,-30,5,0.93,7,-2
CCCCC(=O)NCCc1ccc(OC)cc1,8,1.1,-14,-12,-3,1.1,-8,-7
Cc1cc(C)nc(NC(N)=NC(C)c2ccccc2)n1 (stereo not given),-2,0.99,0,5,-8,1.2,-18,-2
CC(C)c1ccc2oc(=O)cc(CN3CCOCC3)c2c1,3,0.99,1,-15,1,0.89,11,-3
CC(=O)Nc1ccc(NC(=O)c2cc(=O)c3ccc(C)cc3o2)cc1,0,1,-3,-1,1,1.1,-6,-1
CSc1cccc(NS(=O)(=O)c2cccc3nsnc23)c1,2,0.95,5,1,-2,1.1,-8,-4
Oc1ccc(Nc2nc(Cl)nc(NCc3ccco3)n2)cc1,-3,0.98,2,-6,0,1,-2,0
Cc1cc(C(=O)N/N=C/c2c(C)[nH]n(-c3ccccc3)c2=O)n[nH]1,-6,0.85,15,-37,-14,1.8,-78,-7
N#CC(c1nc2ccccc2nc1OCCO)S(=O)(=O)c1ccccc1 (stereo not given),2,0.91,9,-17,-1,1.1,-7,-2
CN(C)CCc1cc2c(c3c1ccc1ccccc13)OCO2,8,1,-1,29,13,0.84,16,0
O=C(NCC1CCCO1)c1ccc(Cl)c(F)c1F (stereo not given),-1,1,-1,-22,-4,0.9,10,-1

# Some of these compounds in order of the mIAP block value, ascending.
molecule,APOBEC3A inh,mIAP act,mIAP block,PfG6PD inh,HKDC1 inhibitor,hIAP activ,hIAP inh,ATG4B inh
CC(C)Oc1cc(NC(=O)CS(=O)(=O)CC(=O)N(C)C)c(Cl)cc1Cl,2,0.99,1,-27,-3,0.98,2,9
COc1ccccc1N/N=C/c1ccc2c(c1)OCO2,0,0.92,8,15,-9,1.1,-9,-15
Cc1cc(C(=O)N/N=C/c2c(C)[nH]n(-c3ccccc3)c2=O)n[nH]1,-6,0.85,15,-37,-14,1.8,-78,-7

# Some entries already given, reduced to ATG4B inh and APOBEC3A inh.
structure,ATG4B inh,APOBEC3A inh
CC(=O)Nc1ccc(NC(=O)c2cc(=O)c3ccc(C)cc3o2)cc1,-1,0
CSc1cccc(NS(=O)(=O)c2cccc3nsnc23)c1,-4,2
Oc1ccc(Nc2nc(Cl)nc(NCc3ccco3)n2)cc1,0,-3
Cc1cc(C(=O)N/N=C/c2c(C)[nH]n(-c3ccccc3)c2=O)n[nH]1,-7,-6
N#CC(c1nc2ccccc2nc1OCCO)S(=O)(=O)c1ccccc1 (stereo not given),-2,2
CN(C)CCc1cc2c(c3c1ccc1ccccc13)OCO2,0,8
O=C(NCC1CCCO1)c1ccc(Cl)c(F)c1F (stereo not given),-1,-1
